Diaph act CS: counter-screen for diaphorase-based assays: diaphorase activators and chemical reducers. Diaphorase/resazurin coupled assay, resorufin fluorescence, 16 min; stronger effect = higher value; 1 = vehicle wells, 0 = NADH-free wells. activation factor at 20 µM. AID 1229. actives 0.005% (n = 190,000);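 active means diaphorase activity raised at least twofold by the compound at 20 µM; inactive means activation factor below 2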
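Assay system: Purified diaphorase enzyme from Clostridium kluyveri | Amount: Enzyme 0.07 U/mL final | Dosing: Compound 20 µM once, DMSO 1% | Timing: 16 min reaction at room temperature | Detection: Fluorescence, excitation 544 nm and emission 590 nm | Evaluation: Higher resorufin formation from activation or reduction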
G6PDH counter: inhibits Leuconostoc G6PDH, flagging false hits in G6PDH-based assays | inhibition, % at 5 µM | actives 0.12% (n = 200,000) | Purified L. mesenteroides G6PDH, diaphorase/resazurin coupled fluorescence, 45 min; in the data active means inhibition above about 50%
Diaph inh CS: diaphorase inhibition or chemical oxidation counter-screen; actives 0.69% (n = 190,000); inhibition, % at 20 µM; AID 1217; diaphorase resazurin-to-resorufin fluorescence, NADH, 16 min; bacterial (C. kluyveri) enzyme, not human;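 active means primary screen inhibition at 20 µM above a set limit, cut at about 50% in these data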;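 further: plate controls were DMSO with full reaction for no effect and wells lacking NADH for full effect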
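Benchmarks: positive control wells lacking NADH, neutral wells with DMSO only. System: bacterial diaphorase enzyme (C. kluyveri). Input: 0.14 U/mL diaphorase, enzyme working solution. Detection: resorufin fluorescence, excitation 544 nm, emission 590 nm. Times: 16-min room-temperature incubation before reading.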
STAT3 inh: STAT3 signaling inhibition. AID 862. actives 0.89% (n = 190,000). inhibition, % at 5.5 µM. U3A cells, IL-6 STAT3-luciferase reporter, luminescence; host cell line lacks STAT1;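 active means inhibition above the mean inhibition across all screened compounds plus 3 SD, cut at about 44% in these data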;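 further: 0% = DMSO only wells and 100% = 100 µM nifuroxazide control wells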
STAT3 activator: STAT3 signaling activation; actives 0.91% (n = 190,000); AID 871; activation (% of control), % at 5.6 µM; U3A cells, IL-6 STAT3-luciferase reporter, luminescence; 100% = signal with IL-6 EC80 alone;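 active means activation above the screen-wide mean of compound activation plus 3 SD, cut at about 130% in these data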;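 further: 0% = background luminescence of wells with medium and substrate only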
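Test system: STAT3-luciferase reporter U3A cells; Detection: reporter luminescence signal; Times: 1 h compound pre-exposure, 6 h IL-6 stimulation, 37 °C; Benchmarks: IL-6-only high control; Also added: IL-6 stimulus at 33 ng/mL final.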
APP transl inh: APP translation inhibition; SH-SY5Y APP 5'UTR-luciferase reporter, luminescence; inhibition, % at 2 µM; actives 0.82% (n = 190,000);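 active means inhibition above a set limit, derived from the sample mean plus 3 SD, cut at about 45% in these data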; further: values of inactives mirror those of a sister screen read the other way
Hsp70 activator: switches on Hsp70 transcription; HeLa Hsp70 promoter luciferase reporter, luminescence; scaled: vehicle 0, proteasome-inhibitor control 100%; activation, % at 10 µM; actives 0.04% (n = 200,000); AID 1203;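 active means activation above the mean across all tested compounds plus 3 SD, cutoff set per campaign, cut at about 5.5% in these data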;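 further: 100% = MG132 at 30 µM as the positive control and 0% = DMSO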
STAT1 inh: inhibitors of IFN-gamma induced STAT1 signaling. AID 920. inhibition, % at 5.5 µM. NIH 3T3 STAT1-luciferase reporter, luminescence. actives 0.35% (n = 200,000);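 active means inhibition above a set limit, the mean inhibition across all tested compounds plus 3 SD, cut at about 34% in these data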;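 further: 0% = IFN-gamma with DMSO and 100% = IFN-gamma with 300 µM nifuroxazide; values of inactives mirror those of a sister screen read the other way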
STAT1 activator: increases IFN-gamma driven STAT1 reporter signal. NIH 3T3 STAT1-luciferase reporter, luminescence; 100% = IFN-gamma alone, no compound. activation (% of control), % at 5.5 µM. actives 2.6% (n = 200,000);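 active means activation above the screen-wide mean activation plus 3 SD, cut at about 130% in these data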;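 further: raw ratio to IFN-gamma control signal so 100% means no change and 0% no light; values of inactives mirror those of a sister screen read the other way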
TLR4 MyD88 comp: TLR4-MyD88 interaction inhibition in cells; O00206+Q99836; HeLa CL3-4 TLR4/MyD88 BLA complementation, FRET ratio; inhibition, % at 8.4 µM; actives 0.18% (n = 200,000); AID 861; in the data active means inhibition above about 25%;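 further: 0% = vehicle and 100% = reference inhibitor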
Target sequence (O00206 whole entry, looked up): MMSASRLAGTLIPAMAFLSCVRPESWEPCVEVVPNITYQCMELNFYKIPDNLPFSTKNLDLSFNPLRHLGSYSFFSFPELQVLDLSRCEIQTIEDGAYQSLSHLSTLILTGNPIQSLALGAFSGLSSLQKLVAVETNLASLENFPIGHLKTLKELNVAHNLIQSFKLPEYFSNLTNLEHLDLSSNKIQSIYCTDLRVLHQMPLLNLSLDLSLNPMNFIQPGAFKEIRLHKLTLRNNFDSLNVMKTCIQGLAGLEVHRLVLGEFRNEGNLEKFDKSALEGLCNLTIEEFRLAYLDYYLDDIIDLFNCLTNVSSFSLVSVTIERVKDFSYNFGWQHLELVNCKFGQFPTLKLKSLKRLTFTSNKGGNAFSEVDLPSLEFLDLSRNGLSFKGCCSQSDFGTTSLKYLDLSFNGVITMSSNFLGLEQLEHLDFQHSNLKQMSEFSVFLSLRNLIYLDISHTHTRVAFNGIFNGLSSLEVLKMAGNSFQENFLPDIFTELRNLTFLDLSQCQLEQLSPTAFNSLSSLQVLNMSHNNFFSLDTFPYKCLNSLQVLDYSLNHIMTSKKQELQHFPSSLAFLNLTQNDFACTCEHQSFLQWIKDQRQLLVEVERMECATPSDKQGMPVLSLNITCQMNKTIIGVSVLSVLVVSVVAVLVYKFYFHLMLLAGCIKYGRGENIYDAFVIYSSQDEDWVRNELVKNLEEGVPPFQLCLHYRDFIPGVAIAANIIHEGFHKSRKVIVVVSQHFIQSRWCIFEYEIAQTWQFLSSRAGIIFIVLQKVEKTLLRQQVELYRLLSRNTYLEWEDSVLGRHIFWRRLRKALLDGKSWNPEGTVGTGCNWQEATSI
Target sequence (Q99836 whole entry, looked up): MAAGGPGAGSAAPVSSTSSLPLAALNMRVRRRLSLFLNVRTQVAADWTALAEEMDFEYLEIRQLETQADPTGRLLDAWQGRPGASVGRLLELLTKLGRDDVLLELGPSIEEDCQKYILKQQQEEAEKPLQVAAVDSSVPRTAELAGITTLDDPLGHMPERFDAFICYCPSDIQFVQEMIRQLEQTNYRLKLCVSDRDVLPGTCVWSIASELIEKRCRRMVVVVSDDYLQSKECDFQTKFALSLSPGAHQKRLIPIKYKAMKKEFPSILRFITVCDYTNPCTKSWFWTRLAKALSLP
* hit, by the source's call; . = not tested or not shown; & = joins results of further samples. Compounds as they come; about 6.1% have a hit in one of these screens.

Compound	Diaph act CS	G6PDH counter	Diaph inh CS	STAT3 inh	STAT3 activator	APP transl inh	Hsp70 activator	STAT1 inh	STAT1 activator	TLR4 MyD88 comp
CC(=O)c1ccc(NC(=O)CSc2nc(=O)cc(N)n2-c2ccccc2)cc1	0.8	2	19	-2	105	-53	-0.1	-33	127	8
COc1cc(/C=N/NC(=O)CSCc2ccc([N+](=O)[O-])cc2)cc(OC)c1OC	1	17	0	0	105	-19	-0.3	1	99	6
COCC1CCN(Cc2cn[nH]c2-c2cc3ccccc3o2)C1 (configuration not stated)	.	8	.	-6	107	14	0.0	-7	107	-1
CCc1ccc2[nH]c(=O)c(CN(CCN(CC)CC)C(=S)NCc3ccco3)cc2c1	1.2	14	-16	-6	108	7	-0.2	-15	112	-1
Cc1ccc(C(=O)N/C(=C\c2cccs2)C(=O)NCCCn2ccnc2)cc1	1	6	2	3	101	18	-0.3	-2	102	-6
Cc1ccccc1NC(=S)NC(NC(=O)C(C)(C)C)C(Cl)(Cl)Cl (configuration not stated)	0.8	2	15	7	103	-7	-0.1	14	88	11
CCOc1ccccc1C1C(C#N)=C(N)Oc2n[nH]c(CC)c21 (configuration not stated)	0.8	9	21	7	98	-4	0.0	3	97	-6
CCOC(=O)c1c(C)c(C(=O)NCc2ccc3c(c2)OCO3)c(C)n1C	0.8	4	15	5	99	-12	-0.3	-5	103	13
COc1ccc(C2C(C(=O)c3ccco3)=C(O)C(=O)N2c2nnc(C)s2)cc1 (configuration not stated)	0.9	10	9	4	99	-32	-0.1	1	99	-1
COC(=O)c1cc(Br)c(=O)n(Cc2ccc(OC)c(OC)c2)c1	1.1	7	-7	9	96	5	-0.4	1	99	-5
Cc1cccc(-n2c(CNC(=O)COc3ccccc3)nnc2SCC(=O)Nc2nccs2)c1	1	0	0	10	95	-3	-0.2	6	95	-2
Cc1cc(Nc2cccc(F)c2)nc(-c2ccccc2O)n1	0.7	1	26	12	94	15	-0.1	17	84	9
Cn1c(CCNC(=O)c2ccco2)nc2cc(NC(=O)NC3CCCCC3)ccc21	1	6	2	-10	115	-3	-0.3	-2	102	-1
COc1ccc(Cc2nc3ccccc3[nH]2)cc1OC	0.9	1	6	19	87	7	-0.3	14	86	-1
Cc1ccc2oc3c(c(=O)c2c1)C(c1cccc(O)c1)N(c1ccccn1)C3=O (configuration not stated)	1	-18	3	2	99	-4	-0.2	-1	102	-5
Cc1ccc(SC(C)C(=O)Nc2ccc(S(=O)(=O)N3CCOCC3)cc2)cc1 (configuration not stated)	0.5	10	53*	1	102	2	-0.4	6	95	-3
COc1ccc(CCn2c(C)cc(C(=O)CSc3nnnn3C)c2C)cc1	0.9	-19	11	10	94	2	-0.1	-4	104	3
N=c1c(S(=O)(=O)c2ccccc2)cc2c(=O)n3ccccc3nc2n1CC1CCCO1 (configuration not stated)	0.8	4	16	11	93	3	-0.1	2	98	-9
CCS(=O)(=O)N1Cc2ccccc2CC1C(=O)NCC12CC3CC(CC(C3)C1)C2 (configuration not stated)	0.9	0	14	-9	108	-19	-0.2	4	96	-2
COc1ccccc1C(=O)Nc1ccc(C(=O)c2ccccc2)cc1	0.7	6	28	23	88	-30	0.3	-18	115	-13
C#CCOCCOCCOCCNc1nc(N2CCN(C(=O)[C@H](CCCCN)n3cc(CCCC)nn3)CC2)nc(N2CCN(C(=O)[C@H](Cc3ccc(O)cc3)n3cc(CCO)nn3)CC2)n1	1.4	6	-40	-5	102	10	-0.1	-3	103	-16
COC(=O)c1cc(NC(=O)CN(c2ccc3c(c2)OCO3)S(C)(=O)=O)ccc1Cl	0.8	6	16	3	101	8	-0.2	0	100	22
C#CCN(Cc1ccco1)C(=O)c1cc(COc2ccc(F)cc2Cl)on1	.	1	.	30	76	-19	-0.3	-9	107	1
COc1ccc(-c2nn(-c3ccccc3)cc2/C=C/C(=O)NCCCn2ccnc2)cc1OC	1	0	4	8	97	22	0.5	6	94	5
CCc1c(C)nc(SCC(=O)c2cccs2)c(C#N)c1C	0.8	1	18	-50	149*	-30	0.1	-40	136*	11
CCOC(=O)Cc1csc(NC(=O)CSc2nnc(C3CC3)n2C)n1	0.9	6	6	6	100	9	-0.3	-8	107	-10
CC1Cc2ccccc2C(=O)N1 (configuration not stated)	0.9	-21	10	12	92	-2	0.0	3	97	5
CCOc1cc(/C=C2/N=C(C)C(C(=O)OC)=C2O)ccc1O	0.9	4	9	-1	103	16	0.2	-11	108	-7
CC(=O)Cc1nsc(Nc2ccc3c(c2)OCCO3)n1	0.8	5	24	-12	114	-92	-0.2	-52	148*	2
Cc1nnc(Nc2ccc(C(=O)N3CCOCC3)cc2)c2ccccc12	0.9	-2	9	-1	105	0	-0.1	1	99	2
O=C(/C=C/c1cccnc1)c1ccc(NC(=O)c2cccc(Br)c2)cc1	0.9	1	12	15	93	1	-0.2	4	97	0
CCOC(=O)c1cccc(NC(=O)c2cc3sccc3n2C)c1	0.9	0	14	6	98	-106	0.1	-16	114	6
COc1cc(C(=O)NCc2nnc(SCC(=O)Nc3nc4ccc(C)cc4s3)o2)cc(OC)c1OC	1	-17	0	-3	108	-16	-0.2	-10	109	-7
O=C1CC(SCc2nc3ccccc3[nH]2)C(=O)N1c1cccc(F)c1 (configuration not stated)	0.9	-3	12	-4	105	-9	-0.2	10	90	2
C=CCn1c(Oc2cc(C)ccc2C)nc2c1c(=O)n(C)c(=O)n2C	0.9	5	5	-4	106	-12	-0.5	1	99	8
O=C1c2ccccc2NC(c2ccc(-c3cccc(Cl)c3)o2)N1O (configuration not stated)	0.9	-1	7	13	94	-72	0.1	-35	132*	-1
COC(=O)C(OC(=O)c1ccc(OC)cc1)C(=O)OC	0.8	4	16	0	102	-14	-0.1	2	97	13
Cc1sc2nc(CSc3ccccc3)nc(N3CCC(C(N)=O)CC3)c2c1C	0.8	-6	20	20	89	-2	-0.3	-5	104	2
C=CCn1c(=O)c2ccccc2n2c(SCC(=O)NCCc3ccccc3)nnc12	0.9	-17	14	18	90	-13	-0.3	14	88	5
CC12CCC(C(=O)NCc3ccc4c(c3)OCO4)(CC1=O)C2(C)C (configuration not stated)	1	-7	5	8	95	-6	-0.3	3	97	-8
COCCn1c(SCC(=O)Nc2cc(C)on2)nnc1-c1ccco1	0.9	10	7	2	98	19	-0.2	-9	111	-8
CC(=O)Nc1ccc(S(=O)(=O)Nc2cccc(NC(=O)c3ccco3)c2)cc1	0.9	0	5	5	96	-20	-0.1	8	93	-9
COC(=O)Cc1cc(=O)n2[nH]cnc2n1	1	8	1	6	98	6	-0.5	2	98	13
CCCC1OC23CCCCC2C(C#N)(C#N)C1(C#N)C(=N)O3 (configuration not stated)	0.8	0	22	-5	104	0	-0.3	9	92	-4
CN1CCc2cc3c(c4c2C1CC41CCC(=NO)CC1)OCO3 (configuration not stated)	0.9	15	13	4	100	0	0.2	3	97	6
COc1ccc(CN2CN(c3ccc(Cl)cc3)C(=O)N(n3cnnc3)C2)cc1	0.9	5	10	0	103	10	-0.3	1	99	-2
Cc1ccccc1C(=O)NCCCCc1ccccc1	1	7	-4	-4	101	-12	-0.3	0	100	-9
Cc1ccc(N2C(=O)C(O)(C(F)(F)F)C3=C2CC(C)(C)CC3=O)cc1 (configuration not stated)	1	2	2	-1	103	6	0.0	-1	101	-1

A second format for part of the listing above.
Under each structure: Diaph act CS, G6PDH counter, Diaph inh CS, STAT3 inh, STAT3 activator, APP transl inh, Hsp70 activator, STAT1 inh, STAT1 activator, TLR4 MyD88 comp
- COc1ccc(CN2CN(c3ccc(Cl)cc3)C(=O)N(n3cnnc3)C2)cc1
    0.9, 5, 10, 0, 103, 10, -0.3, 1, 99, -2
- Cc1ccccc1C(=O)NCCCCc1ccccc1
    1, 7, -4, -4, 101, -12, -0.3, 0, 100, -9

Next section.
Compound	Diaph act CS	G6PDH counter	Diaph inh CS	STAT3 inh	STAT3 activator	APP transl inh	Hsp70 activator	STAT1 inh	STAT1 activator	TLR4 MyD88 comp
Cc1ccccc1OCc1nnc(SCc2cc(=O)[nH]c3ccccc23)o1	0.8	-7	23	-12	108	6	0.0	5	95	-11
S=C(NCCc1ccccc1)NCc1ccccc1Cl	0.8	0	17	3	100	13	-0.2	-6	105	3
CCc1ccc(OCC(=O)Nc2ccc(-c3nc4ccccc4o3)c(O)c2)cc1	1.2	6	-22	24	87	-7	-0.1	-5	105	4
Cc1cccc(N(CC(=O)Nc2ccc(-c3nc4ccc(C)cc4s3)cc2)S(C)(=O)=O)c1	0.9	6	13	28	78	-104	0.0	-46	142*	-13
Cc1ccc(C(NC(N)=O)c2ccccc2)cc1 (configuration not stated)	1	4	0	10	96	12	-0.1	0	100	0
CSc1ccccc1NC(=O)CN1CCCCC1	1	4	4	6	102	-14	-0.3	6	95	8
O=C(CCCc1c[nH]c2ccccc12)N1CCCCCC1	0.8	1	17	2	103	-8	0.1	-22	120	-2
CCOc1cc(C(=S)N2CCCC2)ccc1OCC(=O)Nc1c(C)cc(C)cc1C	0.9	1	8	14	93	.	-0.3	2	98	4
NC(=O)[C@@H]1CCCN1Cc1nc(-c2cccs2)no1	0.8	19	19	12	99	-12	0.1	-18	115	-22
CCOC(=O)c1c(NC(=O)c2nn(CC)cc2Br)sc2c1CCCCC2	0.8	-49	24	0	103	18	-0.3	-9	108	-11
OCC1(Cc2cccc(C(F)(F)F)c2)CCN(Cc2cc3ccccc3o2)CC1	0.8	3	22	4	101	-14	0.0	4	96	0
CN1CCCN(C(=O)CC2(CC(=O)O)CCCC2)CC1	0.9	2	8	0	101	-4	-0.2	-7	106	-10
O=C(NC1CCC(C(=O)O)CC1)OCc1ccccc1 (configuration not stated)	0.8&0.9	5&-1	19&12	0&4	106&101	0&-14	-0.5&-0.2	2&4	98&96	-7&0
Cc1nc2nc(-c3ccco3)[nH]n2c(=O)c1C	0.9	4	8	0	100	18	0.0	1	99	-5
CC(Oc1ccc2oc(-c3ccccc3)c(C(=O)O)c2c1)C(=O)O (configuration not stated)	1	-2	3	16	89	6	-0.1	4	96	8
CCOc1ccc2nc(NC(=O)Nc3cccs3)sc2c1	0.8	15	23	12	89	-216	-0.1	-92	184*	-6
COc1ccccc1CC(NC(C)=O)C(=O)NC1CCN(C(=O)Nc2ccccc2Cl)CC1 (configuration not stated)	0.9	17	12	3	104	1	-0.3	-4	101	6
